SDO1 yeast rescue: growth rescue of sdo1-depleted yeast, primary screen, S. cerevisiae, bone marrow failure model. AID 817, 2007. z-score at 10 µM. 0.21% of 140,000 active. S. cerevisiae sdo1-depleted JHY4D growth rescue, OD600 30 h; active compounds read high; pdr5 snq2 efflux-pump mutant strain;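 active means z-score above 3 at both the 24 hr and the 30 hr optical density reads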;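 further: z-score against mean and SD of all compound wells on the same plate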
Insulin prom inh: inhibitors of insulin promoter-driven GFP, primary screen, imaging, TRM-6 cells (human fetal islet line), eGFP reporter, cell count. reporter expression induced with tamoxifen. inhibition, % at 2 µM. 0.9% of 130,000 active. AID 1273, 2008;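 active means inhibition above the mean plus 3 SD, with well images judged a real hit on visual review, cut at about 60% in these data, passing the limit was not always enough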
SDO1 yeast rescue Rescue 24 h: second read-out of SDO1 yeast rescue, no call of its own (marks repeat the call); z-score; S. cerevisiae sdo1-depleted JHY4D growth rescue, OD600; measured here: growth rescue at 24 h;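 0 is the plate mean of compound wells and units are plate SD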
Starred values were filed as active, the others as inactive; i = inactive; . = not tested or not shown; & = joins results of further samples.

Results follow in this order: SDO1 yeast rescue	SDO1 yeast rescue Rescue 24 h	Insulin prom inh
CC1(C)COC(c2cccc(C3=NC(C)(C)CO3)n2)=N1
 : 0.52	-0.02	-3.3
Cc1cc(NC(NC(=O)c2ccco2)(C(F)(F)F)C(F)(F)F)no1
 : -0.89	-1.41	6.7
Cc1nc(C)n(CC(O)COc2ccc3c(c2)CCC3)n1 (stereo not given)
 : 0.65	-0.5	26.0
COc1ccc(OC)c2[nH]c(=O)c(CCNC(=O)CC(C)C)cc12
 : 0.34	-0.18	18.5
COc1cc(-c2nnc(SCc3ccccc3Cl)o2)cc(OC)c1OC
 : -0.24	1.65	.
Cc1cc(/C=C2/C(=N)N3C(c4ccccc4)=CSC3=NC2=O)c(C)n1-c1ccccc1
 : 0.01	1.08	.
O=C(N/N=C/c1ccc(-c2ccc([N+](=O)[O-])cc2)o1)C(O)c1ccccc1 (stereo not given)
 : 1.37	1.17	-29.0
Cc1cc(C)cc(OCC(=O)OCC(=O)Nc2c(C)n(C)n(-c3ccccc3)c2=O)c1
 : .	.	-60.0
O=C1NC(c2ccccc2)C(C(=O)c2cccs2)C(O)(C(F)(F)F)N1 (stereo not given)
 : 0.29	-0.56	15.4
Cc1ccc(N2C(=O)C(NC(=O)c3c(F)cccc3F)(C(F)(F)F)C3=C2CC(C)(C)CC3=O)cc1 (stereo not given)
 : -0.11	0.39	-92.9
C=CCN(c1ccccc1)S(=O)(=O)c1cccc(C(=O)OCC(=O)NC2CC2)c1
 : .	.	-66.7
CCCc1cc(=O)[nH]c(SCCCCN2C(=O)c3ccccc3C2=O)n1
 : .	.	50.0
CCCOc1nc2c(c(=O)n(C)c(=O)n2C)n1Cc1cccc2ccccc12
 : -0.76	-0.08	.
Cn1nc(-c2ccccc2)c(C(=O)NCC(=O)O)c1Cl
 : .	.	27.3
Cc1cc(C(=O)NCC(=O)OCC(=O)N(C(C)C)C(C)C)ccc1[N+](=O)[O-]
 : 1.44	1.83	.
CCCCCC(=O)NC(=S)Nc1ccc(Cl)cn1
 : 0.01	0.89	-28.9
O=C(Nc1ccc(N2CCOCC2)cc1)c1ccc(Cl)nc1
 : 0.12	0.15	71.4
Cc1cccc(OCCn2c(-c3ccco3)nc3ccccc32)c1
 : -0.92&-1.8	0.31&-0.65	-48.7
O=C(CSc1nnc(-c2ccco2)n1CC1CCCO1)NC1CCCC1 (stereo not given)
 : 0.07	-0.53	6.9
CCOc1cc(C(C#N)N2CCOCC2)ccc1OC (stereo not given)
 : 0.93	0.2	42.9
CCOC(=O)c1cnn(-c2ncnc3c2cnn3Cc2ccccc2)c1N
 : .	.	-27.0
O=S(=O)(c1cccc(-c2cn3cc(Cl)ccc3n2)c1)N1CCOCC1
 : -1.12	-0.9	21.9
O=C(NC1CCCCC1)c1ccc(COCC(F)(F)F)o1
 : 0.2	-0.32	5.1
Cc1cc(-c2n[nH]c(=S)n2/N=C/C(Br)=C/c2ccccc2)n[nH]1
 : -0.49	-0.07	59.3
O=C(COC(=O)c1ccc2ccccc2n1)Nc1cccc(S(=O)(=O)NC2=NCCCCC2)c1
 : .	.	-100.0
C/C(CC(=O)Nc1ccc(Cl)c(C(F)(F)F)c1)=N\NC(=O)c1cc2ccccc2cc1O
 : -0.17	0.4	-36.7
O=C(CNc1ccc2ccccc2c1)N/N=C/c1cc2ccccc2nc1Cl
 : -1.9	-1.17	.
CCN1CCN(Cc2ccc(NC(=O)Nc3ccccc3OC)cc2)CC1
 : 0.68	0.99	-70.0
COc1ccccc1S(=O)(=O)Cc1ccc(C(=O)NCCN2CCCCCC2)o1
 : -0.66	-0.96	50.0
CC(=O)C1=C(C)Nc2ncnn2C1c1ccccc1OCc1ccccc1 (stereo not given)
 : -0.22	-1.25	33.3
Cc1ccc(C)c(N2CC(O)(c3cccs3)[N+]3=C2CCCC3)c1 (stereo not given)
 : .	.	-14.3
COc1ccc2c(c1)CCCN2C(N)=O
 : 1.2	1.03	-28.6
Cc1ccc(S(=O)(=O)NC(C)(C)CSc2ccccn2)cc1
 : -1.17	-0.85	25.0
COc1ccc(C)cc1NC(=O)CCCN1C(=O)CCC1=O
 : -0.01	-0.36	-35.7
c1ccc(-n2cnnc2SCc2cn3ccsc3n2)cc1
 : 0.16	-0.27	.
CCCn1c(=O)c2ccccc2n2c(SCC(=O)N3CCc4ccccc4C3)nnc12
 : 0.41	-0.24	.
O=C(CCN1C(=O)c2ccccc2C1=O)NNC(=O)c1ccc(Cl)cc1Cl
 : 0.16	-0.41	29.6
COCCNC(=O)Nc1ccc(F)cc1
 : .	.	-21.1
O=C(Nc1cccn2ncnc12)C(Cl)Cl
 : 0.04	0.18	-2.3
Cc1ccc2[nH]c(=O)c(CN(CCN3CCOCC3)C(=O)Nc3ccccc3F)cc2c1
 : -0.47	-0.42	5.4
C=CCNc1nc(Nc2ccc([N+](=O)[O-])cc2)nc(OC)n1
 : .	.	-7.1
CN(C)Cc1c(C#N)c2ccccc2n1C
 : -0.12	-0.51	8.3
CC(C)(C)NC(=O)CN(Cc1cccs1)C(=O)C1COc2ccccc2O1 (stereo not given)
 : -0.25	-1.15	-26.7
CCCc1cc(-c2n[nH]c(C)c2-c2ccc(C(=O)OCC)o2)c(O)cc1O
 : 0.8	0.16	47.6
Cc1nc2scc(-c3cccs3)c2c(=O)n1CC(=O)O
 : -0.39	-0.29	.
COc1ccc(Cl)cc1NC(=S)NCc1ccco1
 : -0.11	-0.64	-27.8
Cc1cc(NC(=S)Nc2cccnc2)ccc1Br
 : .	.	0.0
COc1ccc(CN2CCCCC2C)cc1OC (stereo not given)
 : 1.21	0.73	-20.0
Cc1ccc(N2C(=O)C(CN3CCCCC3)C2c2ccccc2)cc1 (stereo not given)
 : .	.	i
CCOc1ccc(NC(=O)CSc2nnc(CCNC(=O)c3ccc(OC)cc3)n2C)cc1
 : 0.25	-0.01	-60.0
CN(C)c1ccc(/C=c2\sc3n(c2=O)CCCN=3)cc1
 : -0.45	-0.97	.
COc1ccc(OCC(=O)N2c3ccccc3CCc3ccccc32)cc1
 : -0.81	-0.68	-6.9
O=C(NCc1ccco1)c1ccccc1Nc1ccc(F)cc1
 : -1.35	-0.84	18.8
Cc1nn(-c2ccccc2)c2sc(C(=O)N(Cc3ccco3)C(C)C(=O)NC(C)(C)C)cc12 (stereo not given)
 : -0.47	0.47	23.1
O=C(COC(=O)c1c2c(nc3ccccc13)CCN(Cc1ccccc1)C2)Nc1c(F)cccc1F
 : -0.09	1.27	-60.0
O=c1[nH]c(Cc2ccc(Cl)cc2)nc2ccccc12
 : .	.	23.5
C[n+]1ccc(/C=C/c2c[nH]c3ccccc23)cc1
 : 0.54	0.9	-220.0
CCC(C)NC(=O)CNC(=S)N(Cc1ccccc1)Cc1cccnc1 (stereo not given)
 : 1	0.7	15.8
O=S(=O)(Cc1ccccc1Cl)N1CCCCC1
 : -0.33	-0.61	21.4
COc1ccc(C2CC(=O)C(C=NCCN3CCNCC3)=C(O)C2)cc1OC (stereo not given)
 : 1.54	1.2	.

Molecules listed so far with bromine (2):
Results follow in this order: SDO1 yeast rescue	SDO1 yeast rescue Rescue 24 h	Insulin prom inh
Cc1cc(-c2n[nH]c(=S)n2/N=C/C(Br)=C/c2ccccc2)n[nH]1
 : -0.49	-0.07	59.3
Cc1cc(NC(=S)Nc2cccnc2)ccc1Br
 : .	.	0.0

(continued)
Results follow in this order: SDO1 yeast rescue	SDO1 yeast rescue Rescue 24 h	Insulin prom inh
CCCP(=O)(CC(=O)N(CC)CC)c1ccccc1 (stereo not given)
 : -0.07	-0.21	.
Cc1nnsc1C(=O)N/N=C/c1ccc(OC(F)(F)F)cc1
 : .	.	-44.4
COC(=O)c1c(C)nc2ccccc2c1-c1ccccc1
 : -0.99	-1.29	1.4
S=C(Nc1ccccc1)N1CCN(c2ccccn2)CC1
 : .	.	-6.7
O=C1CC(c2ccc(Cl)cc2)CC(O)=C1C=NCCN1CCNCC1 (stereo not given)
 : 0.45	0.44	50.0
COc1cc(S(=O)(=O)N2CCN(C(=O)c3ccccc3)CC2)c(OC)cc1Br
 : .	.	7.7
CCOC(=O)C1CCN(c2c([N+](=O)[O-])c(C(Cl)Cl)nn2-c2ccccc2)CC1
 : 0.67	0.58	25.0
Cc1ccc(OC(=O)Cn2c(C(F)(F)F)nc3ccccc32)cc1
 : -0.5	-0.65	29.4
CCCN(CCC)S(=O)(=O)c1ccc(C(=O)Nc2nnc(-c3cccc(OC)c3)o2)cc1
 : -0.81	-0.48	37.9
O=[N+]([O-])c1cc(/C=N/N2CCN(c3ccccc3)CC2)ccc1Cl
 : -0.81	-0.55	-2.6
Cn1c(Cc2ccc3c(c2)OCO3)nnc1SCC(=O)NC1CCCC1
 : .	.	21.4
Cc1snc(SCC(=O)N/N=C(\N)COc2cccc(C(F)(F)F)c2)c1C#N
 : 3.18	2.11	.
Cc1cc(C)nc(NC(=O)C(C)C)n1
 : 0	-0.64	15.4
COc1ccc2ccccc2c1/C=N\n1c(C)cc(C)c(C(N)=O)c1=O
 : -0.53	-0.89	-3.3
O=C(Nc1ccc(N2CCOCC2)nc1)c1cccs1
 : .	.	-6.7
Cc1ccc2[nH]cc(C(=O)NCc3cccs3)c(=O)c2c1
 : 0.8	1.02	36.8
Cc1ccc(NC(=O)C2CCCN(S(=O)(=O)c3c(C)noc3C)C2)c(C)c1 (stereo not given)
 : -0.75	-0.72	.
CCC(Oc1ccccc1)C(=O)NCc1ccc(S(N)(=O)=O)cc1 (stereo not given)
 : 0.33	-0.03	.
O=C(COc1ncnc2ccccc12)N1CCOCC1
 : 0.42	-0.79	6.2
Cc1nc2nc(C)c(CCC(=O)NCc3ccc4c(c3)OCO4)c(C)n2n1
 : 0.12	-0.34	.
FC(F)(F)c1cccc(-c2cc3ccccc3nc2N2CCCC2)c1
 : -2.08	-1.24	-25.0
COc1nn(CC(=O)N2N=C(C(F)F)CC2(O)C(F)F)cc1[N+](=O)[O-] (stereo not given)
 : 0.74	0.97	-300.0
COc1ccc(-c2cc(C(F)(F)F)nc(SCC(=O)NCCN3CCOCC3)n2)cc1OC
 : 0.18	0.42	73.3
O=C(c1sc2ccccc2c1Cl)N(Cc1cccs1)C1CCS(=O)(=O)C1 (stereo not given)
 : -0.62	-0.07	.
Brc1ccc(-c2nnc3sc(CN4CCC5(CC4)OCCO5)cn23)cc1
 : 0.57	0.6	60.0
COc1ccc(N2CC(O)=C(c3n(C)c4ccccc4[n+]3C)C2=N)cc1
 : -0.02	-0.19	21.7
FC(F)(F)c1cc(-c2ccccc2)nc(NC2CCCC2)n1
 : -0.71	-0.74	32.3
O=C(c1ccc(F)cc1)N1CCCCC(S(=O)(=O)c2ccccc2)C1=O (stereo not given)
 : 0.51	0.05	-118.8
CC(C)OC(=O)CC12CN3CN(C1)CC(CC(=O)OC(C)C)(C3)C2=O
 : 0.23	-0.53	-244.8
COCCn1c(=NC(=O)/C=C/c2ccccc2)sc2cc(NC(C)=O)ccc21
 : 0.28	1.46	.

Next part; it opens with the six that closed the last part.
Results follow in this order: SDO1 yeast rescue	SDO1 yeast rescue Rescue 24 h	Insulin prom inh
Brc1ccc(-c2nnc3sc(CN4CCC5(CC4)OCCO5)cn23)cc1
 : 0.57	0.6	60.0
COc1ccc(N2CC(O)=C(c3n(C)c4ccccc4[n+]3C)C2=N)cc1
 : -0.02	-0.19	21.7
FC(F)(F)c1cc(-c2ccccc2)nc(NC2CCCC2)n1
 : -0.71	-0.74	32.3
O=C(c1ccc(F)cc1)N1CCCCC(S(=O)(=O)c2ccccc2)C1=O (stereo not given)
 : 0.51	0.05	-118.8
CC(C)OC(=O)CC12CN3CN(C1)CC(CC(=O)OC(C)C)(C3)C2=O
 : 0.23	-0.53	-244.8
COCCn1c(=NC(=O)/C=C/c2ccccc2)sc2cc(NC(C)=O)ccc21
 : 0.28	1.46	.
CN1CCN2c3ccccc3Cc3ccccc3C2C1 (stereo not given)
 : 0.04	-0.36	-271.4
CCOC(=O)C(=Nc1ccccc1)NO
 : 0	-0.3	.
COc1ccccc1NS(=O)(=O)c1ccc(C)c(NC(=O)c2ccc(S(=O)(=O)N3CCCCCC3)cc2)c1
 : -0.01	0.91	14.3
CCCC(c1nnnn1Cc1ccc(OC)cc1)N1CCC(C(N)=O)CC1 (stereo not given)
 : 0.3	0.06	.
COc1ccc(CCn2c(-c3cccc([N+](=O)[O-])c3)nc3nc4ccccc4nc32)cc1OC
 : 0.69	1.16	.
CCn1c(SCC(=O)N2CCOCC2)nc2oc3c(Cl)cc(Cl)cc3c(=O)c2c1=O
 : -0.07	-0.34	.
CCCC(=O)NC(=S)Nc1ccccc1OC
 : -0.79	-0.88	25.0
CCCNS(=O)(=O)c1ccc(N2CCCC2=O)c([N+](=O)[O-])c1
 : 0.29	1.6	-7.7
CCOc1cc(NC(=O)C2CC2)c(OCC)cc1NC(=O)CCn1nnc2ccccc21
 : 0.18	-0.29	-40.0
Clc1ccc(CSc2cc3c(nn2)-c2ccccc2CC3)cc1
 : -1.45	-0.95	-26.5

Assay outcomes (PubChem)
